TMEM16A act = activates or potentiates the mouse TMEM16A chloride channel; Q8BHY3; HEK293 TMEM16A/YFP-H148Q/I152L, iodide quench fluorescence; stronger effect = lower value; B-score at 10 µM; 340,000 compounds, 0.3% hits; AID 623877;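 active = fluorescence-ratio B-score plate-corrected deviation score at least 3 library SD below zero, with starting fluorescence score within 5 deviations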;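 also: channel opened by trigger with iodide after compound preincubation; score built on the fluorescence ratio of max minus min over baseline; more negative score means more quench and so TMEM16A activation or potentiation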
Target sequence (Q8BHY3 whole entry, looked up): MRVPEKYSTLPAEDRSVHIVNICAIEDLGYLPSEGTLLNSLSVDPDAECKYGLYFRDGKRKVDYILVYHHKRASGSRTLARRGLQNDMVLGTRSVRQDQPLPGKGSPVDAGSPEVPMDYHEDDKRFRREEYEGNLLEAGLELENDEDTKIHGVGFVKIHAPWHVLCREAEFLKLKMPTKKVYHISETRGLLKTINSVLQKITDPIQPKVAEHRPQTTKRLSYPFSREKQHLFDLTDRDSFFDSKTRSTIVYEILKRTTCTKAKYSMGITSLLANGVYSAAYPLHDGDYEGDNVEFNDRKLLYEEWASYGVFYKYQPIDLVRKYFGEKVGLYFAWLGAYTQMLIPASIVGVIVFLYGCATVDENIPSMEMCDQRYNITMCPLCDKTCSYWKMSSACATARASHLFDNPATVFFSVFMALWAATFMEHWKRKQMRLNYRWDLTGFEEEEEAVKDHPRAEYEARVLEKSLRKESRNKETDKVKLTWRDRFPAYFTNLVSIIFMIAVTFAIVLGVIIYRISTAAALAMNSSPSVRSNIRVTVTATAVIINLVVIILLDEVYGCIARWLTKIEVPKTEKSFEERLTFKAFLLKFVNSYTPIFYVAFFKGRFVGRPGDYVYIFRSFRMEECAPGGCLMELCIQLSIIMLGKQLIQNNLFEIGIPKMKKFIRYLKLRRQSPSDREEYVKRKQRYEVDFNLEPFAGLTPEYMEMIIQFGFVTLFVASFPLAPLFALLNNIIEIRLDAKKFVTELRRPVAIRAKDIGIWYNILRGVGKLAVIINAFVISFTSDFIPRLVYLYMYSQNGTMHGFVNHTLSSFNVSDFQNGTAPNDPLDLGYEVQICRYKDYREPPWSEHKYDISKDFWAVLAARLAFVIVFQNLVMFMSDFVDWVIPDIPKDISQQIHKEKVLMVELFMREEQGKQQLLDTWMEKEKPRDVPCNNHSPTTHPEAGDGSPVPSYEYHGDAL
RGS4 act = potentiators or activators of RGS4; B-score at 10 µM; 310,000 compounds, 0.92% hits; HEK293 M3R/inducible RGS4, carbachol calcium flux Fluo4; stronger effect = lower value; AID 463111;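 active = B-score of the integrated calcium signal more than 4 SD below the library mean, with starting fluorescence not abnormally high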;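 also: negative B-score means reduced calcium response which marks RGS4 activation or potentiation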
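Assay system: Inducible-RGS4 HEK293 cells carrying M3 receptor | Schedule: Compound preincubation 20 min at room temperature before agonist | Signal: Kinetic calcium fluorescence imaging with Fluo4-AM dye, 2 µM | Read-out basis: B score from integrated fluorescence ratio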
HDAC3 inhib = inhibitors of human histone deacetylase 3. O15379. recombinant HDAC3, fluorogenic peptide/trypsin coupled, fluorescence. inhibition, % at 8.3 µM. 320,000 compounds, 0.15% hits; in the data active = inhibition above about 26%, passing the limit was not always enough; inconclusive = no clear call, values can overlap the other calls
TRPC6 act = mouse TRPC6 channel activation; HEK293-TRPC6 membrane potential dye fluorescence; stronger effect = higher value; Q61143; B-score at 10 µM; 310,000 compounds, 0.13% hits;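 active = B-score of the integrated fluorescence ratio above library mean plus 3 SD, and starting fluorescence ratio within library mean plus 5 SD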;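 also: higher score means more depolarization so channel activation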
TRPC6 inh = inhibitors of mouse TRPC6 channel. B-score at 10 µM. 310,000 compounds, 1.1% hits. AID 2553. Q61143. HEK293-TRPC6, membrane potential dye, ACh-evoked depolarization; stronger effect = lower value;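 active = B-score under library mean minus 3 SD, initial fluorescence not abnormally high, positive integrated signal ratio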;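 also: B-score derived from integrated fluorescence ratio over the kinetic read; more negative B-score means stronger inhibition of depolarization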
TMEM16A inh = mouse TMEM16A channel inhibition, primary screen; Q8BHY3; HEK293 TMEM16A/YFP iodide influx fluorescence, ionomycin; normalized B-score (activity score, 25-100; higher = stronger inhibition) at 10 µM; 310,000 compounds, 1.2% hits; AID 588511;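 active = ratio plate-corrected score three or more library SD toward inhibition, starting fluorescence score within five deviations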;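 also: score derived from kinetic fluorescence span divided by baseline fluorescence per well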
MrgX1 PAM = allosterically activates human MrgX1 receptor signaling | MrgX1-HEK293, Fluo-4 calcium flux, FDSS; stronger effect = higher value | Q96LB2 | B-score at 10 µM | 310,000 compounds, 0.63% hits;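 active = plate-corrected calcium response at least 3 library SD above typical, normal starting fluorescence, not activating the receptor alone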;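 also: compound read alongside a low EC10 to EC30 dose of BAM8-22 agonist; peak minus trough fluorescence over baseline measured at the second addition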
SKKanGAS inh = inhibitors of SKKanGAS S. pyogenes growth in kanamycin (SK-promoter or general growth effect). BacTiter-Glo, 6 h. inhibition, % at 7.5 µM. 300,000 compounds, 1.3% hits. AID 1662;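 active = mean replicate score, as percent of positive control median, at least 50; inconclusive = mean below 50 but one replicate at or above 50; inactive = mean and every replicate below 50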;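 also: strain carries kanamycin resistance gene driven by streptokinase promoter and grows in 40 µg/ml kanamycin; loss of luminescence reflects streptokinase promoter inhibition or plain growth inhibition; 0% = median of DMSO wells and 100% = positive control at its reference dose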
MrgX1 ag = activates human MrgX1 receptor signaling; Q96LB2; MrgX1-HEK293 cells, Fluo-4 calcium fluorescence, agonist mode; stronger effect = higher value; B-score at 10 µM; 310,000 compounds, 0.44% hits;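 active = calcium response B-score plate-corrected fluorescence ratio at least 3 library SD, with starting fluorescence B-score inside 5 SD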
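Test system: Stable human MrgX1 HEK293 cell line | Schedule: Overnight plating before 1 h dye loading | Read-out basis: Baseline-normalised fluorescence change ratio, B-scored | Detection: Kinetic calcium dye fluorescence, Fluo-4 NW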
RGS4 block = human RGS4 inhibition | P49798 | HEK293 M3R/RGS4 inducible, Fluo-4 calcium flux; stronger effect = higher value; triggered by carbachol at its EC20 | B-score at 10 µM | 310,000 compounds, 0.45% hits | AID 463165;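 active = B-score, a plate-corrected calcium signal, over three deviations above library mean, with baseline fluorescence within five deviations of library mean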;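 also: RGS4 expression induced by doxycycline in cells with stable M3 receptor; B-score is computed from the integrated fluorescence ratio over baseline after carbachol; higher B-score means a larger calcium signal and so more RGS4 inhibition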
MrgX1 antag = human MrgX1 receptor antagonism, primary screen; Q96LB2; MRGX1-HEK293 calcium flux, Fluo-4, BAM8-22 antagonism; stronger effect = lower value; B-score at 10 µM; 310,000 compounds, 1.3% hits;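 active = calcium-response B-score plate-corrected more than 3 library SD below zero, starting fluorescence within 5 deviations, no agonist response on first addition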;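 also: peak minus trough fluorescence over baseline after final BAM8-22 challenge near maximal dose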
The depositor's hits bear a star; i = inactive; ? = inconclusive; . = no result given.

Each structure is followed by: TMEM16A act, RGS4 act, HDAC3 inhib, TRPC6 act, TRPC6 inh, TMEM16A inh, MrgX1 PAM, SKKanGAS inh, MrgX1 ag, RGS4 block, MrgX1 antag
> Cc1ccc(NC(=O)/C(=C\c2cccnc2)NC(=O)c2ccco2)cc1
    i, i, 3.8, i, i, i, i, -0.7, i, i, i
> Cc1ccc(C(=O)Nc2cccc(NC(=O)c3cccs3)c2)c(C)c1
    i, i, 6.5, i, i, i, i, 11.8, i, i, i
> CCCCOCP(=O)(CCCC)COCCCC
    i, i, 0.2, i, i, i, i, -2.8, i, i, i
> COc1ccc(-n2cnc3cc(C(=O)NCC4CCCO4)ccc32)cc1 (centres undefined)
    i, i, 1.9, i, i, i, i, 3.7, i, i, i
> O=C(NN1C(=O)CSC1=S)C(=O)NN1C(=O)CSC1=S
    i, i, 12.4, i, i, i, i, -2.8, i, i, i
> CS(=O)(=O)n1nc(-c2ccc(Cl)cc2)nc1N
    i, i, 15.6, i, i, i, i, -2.2, i, i, i
> Cc1noc(C)c1S(=O)(=O)N1CCCC(C(=O)Nc2ccc(Cl)cn2)C1 (centres undefined)
    i, i, 9.4, i, i, i, i, -4.6, i, i, i
> Cn1c(O)c(/C=C2\C=Nc3ccccc32)sc1=Nc1ccc(C(=O)O)cc1
    i, i, ., i, i, i, i, -11.9, i, i, i
> Cc1cc(Br)c(NC(=O)CN(C)CCOc2ccccc2)c(Br)c1
    i, i, 0.0, i, i, i, i, -26.6, i, i, i
> CC(=O)c1ccccc1NC(=O)COC(=O)CCCN1C(=O)c2cccc3cccc(c23)C1=O
    i, i, 0.0, i, i, i, i, 12.6, i, i, i
> CN(c1ccc(OCC(=O)NC2CCCC2)cc1)S(=O)(=O)c1cccs1
    i, i, -0.3, i, i, i, i, -2.0, i, i, i
> CCOC(=O)c1ccc(-n2c(CN3CCN(CC)CC3)nc3ccc([N+](=O)[O-])cc3c2=O)cc1
    i, i, ., i, i, i, i, -11.9, i, i, i
> O=C(/C=C/c1cccc([N+](=O)[O-])c1)N1CC[C@@]2(O)CCCC[C@H]2C1
    i, i, -0.9, i, i, i, i, 3.8, i, i, i
> O=C1CCC(C(=O)N2CCSCC2)CN1Cc1ccc(Cl)cc1 (centres undefined)
    i, i, -1.4, i, i, i, i, -1.7, i, i, i
> COc1ccc(-c2cc(=O)c3cc(OC)c(OC)cc3[nH]2)cc1
    i, i, -29.8, i, i, i, i, 2.3, i, i, i
> CCOC(=O)c1oc2ccc(CNC(C)(C)C)c(Cl)c2c1C
    i, i, -0.2, i, i, i, i, 0.9, i, i, i
> O=C(CN1C(=O)S/C(=C\c2ccccc2F)C1=O)NC1CCS(=O)(=O)C1 (centres undefined)
    i, i, 0.0, i, i, i, i, -1.7, i, i, i
> COc1ccc(NC(=O)CCNS(=O)(=O)c2ccc(Cl)c([N+](=O)[O-])c2)cc1S(N)(=O)=O
    i, i, -5.9, i, i, i, i, 0.2, i, i, i
> Cc1ccc(-n2nnnc2SCC(=O)NC(=O)Nc2ccc3c(c2)OCCO3)cc1
    i, i, 6.1, i, i, i, i, 49.9*, i, i, i
> COc1ccc(OCC(O)Cn2c(=N)n(CCN3CCCCC3)c3ccccc32)cc1 (centres undefined)
    i, ., -7.7, ., ., i, i, ., i, ., i
> CCOC(=O)c1[nH]c(C)c(/C(O)=C2\C(=O)C(=O)N(CCN(C)C)C2c2ccco2)c1C (centres undefined)
    i, i, 5.1, i, i, i, i, 7.4, i, i, i
> CCOC(=O)COc1ccc(S(=O)(=O)c2ccc(OCC(=O)OCC)cc2)cc1
    i, i, 15.6, i, i, i, i, 2.8, i, i, i
> CNc1nc2ccccc2n1CC(=O)c1ccccc1
    i, i, 4.3, i, i, i, i, -3.0, i, i, i
> O=C(NCc1ccccn1)c1ccc(CNS(=O)(=O)c2cccc(C(F)(F)F)c2)cc1
    i, i, 3.2, i, i, i, i, -6.0, i, i, i
> O=C(Nc1ccc(F)cc1F)c1ccc(-n2cncn2)nc1
    i, i, -0.8, i, i, i, i, 1.6, i, i, i
> CN(C)CCCNC(=O)C1(O)c2cc(Br)ccc2NC(=O)N1c1ccc(Cl)cc1 (centres undefined)
    i, i, -4.2, i, i, i, i, -2.0, i, i, i
> CCCC(c1nnnn1Cc1ccco1)N1CCN(C2CCCC2)CC1 (centres undefined)
    ., i, -5.3, i, i, i, i, 2.0, i, i, i
> Cc1ccc2[nH]c(=O)c(CN(CCCN3CCOCC3)Cc3nnnn3C3CCCC3)cc2c1
    i, i, 0.8, i, i, i, i, -1.4, i, i, i
> CCc1cnccc1CCC(=O)Nc1ccccc1C
    i, i, 2.8, i, i, i, i, 1.8, i, i, i
> Brc1csc(/C=N/Nc2nc3ccccc3s2)c1
    i, i, ., i, i, i, i, 14.6, i, i, i
> Cc1cc(S(=O)(=O)Nc2ccccc2C)ccc1F
    i, i, -1.3, i, i, i, i, 6.0, i, i, i
> Cc1cc(C)nc(/N=C(\N)Nc2ccc3c(c2)OCCO3)n1
    i, i, 0.0, i, i, i, i, 3.8, i, i, i
> Cc1ccc2c(CC(=O)O)coc2c1
    i, i, 3.0, i, i, i, i, -0.9, i, i, i
> CC(=O)c1ccc(N2CCN(S(=O)(=O)c3c(C)[nH]c(=O)[nH]c3=O)CC2)cc1
    i, i, 8.2, i, i, i, i, -5.6, i, i, i
> COc1ccc(/C=C2/SC(=O)N(NS(=O)(=O)c3ccccc3)C2=S)cc1OC
    i, i, 1.5, i, i, i, i, 18.3, 27.3*, i, i
> COc1ccccc1-c1cn[nH]c1-c1ccc(OCc2ccccc2F)cc1O
    i, i, -15.0, i, i, i, i, ?, i, i, i
> CCCCn1c(SCc2ccc(C(=O)OC)o2)nc2cc(S(N)(=O)=O)ccc21
    i, i, 4.4, i, i, 25*, i, -13.0, i, i, i
> CC(C)=CCc1c2c(c3occ(-c4ccc(O)cc4)c(=O)c3c1O)C=CC(C)(C)O2
    i, i, 3.7, i, i, i, i, 111.0*, i, i, i
> Cc1cccc(NC(=S)N(CCN(C)C)C(C)c2cccnc2)c1 (centres undefined)
    i, i, 2.0, i, i, i, i, -3.8, i, i, i
> Cn1c(Cc2ccccc2)nnc1SCC(=O)c1ccc(Br)s1
    i, i, 9.6, i, i, i, i, -5.2, i, i, i
> Cc1ccc(SCc2ccc(C(=O)Nc3nccs3)o2)cc1
    i, i, -0.9, i, i, i, i, 23.7, i, i, i
> COc1ncccc1C(=O)N1CCCC(C(=O)c2cccc(OC(C)C)c2)C1 (centres undefined)
    i, i, 3.6, i, i, i, i, -7.4, i, i, i
> N#Cc1cc(Oc2ccccc2)c(-n2nnc3ccccc32)cc1C#N
    i, i, 2.4, i, i, i, i, 5.7, i, i, i
> Cc1cc(C)cc(C(=O)OCC(=O)NCC(F)(F)F)c1
    i, i, -4.9, i, i, i, i, 3.8, i, i, i
> O=C(Cc1ccc(S(=O)(=O)N2CCCC2)s1)N1CCN(c2ccccc2)CC1
    i, i, 1.4, i, i, i, i, -12.0, i, i, i
> O=C(NC1CCN(Cc2ccccc2)CC1)C1CCN(S(=O)(=O)c2ccc(Cl)cc2)CC1
    i, i, -1.5, i, i, i, i, 1.3, i, i, i
> CCS(=O)(=O)c1ccc(O)c(NC(=O)Nc2ccc(C(C)(C)C)cc2)c1
    i, i, 1.2, i, i, i, i, 30.1, i, i, i
> CCOC(=O)c1c(NC(=O)Cc2ccccc2)sc2c1CCN(C)C2
    i, i, 3.3, i, i, i, i, -3.5, i, i, i
> CC(=O)Oc1ccccc1C(=O)Nc1ccccc1C(=O)N1CCCCC1
    i, i, -2.1, i, i, i, i, -0.8, i, i, i
> COc1cc(C(=O)Nc2ccc(C)cc2C(NCC(=O)NN)c2ccccc2)cc(OC)c1OC (centres undefined)
    i, i, -4.3, i, i, i, i, 9.9, i, i, i
> C[C@H](NC(=O)[C@H](Cc1ccccc1)n1c(=O)[nH]c2ccccc2c1=O)C(=O)N1CCC[C@H]1C(=O)O
    i, i, 2.6, i, i, i, i, -0.1, i, i, i
> Cc1c(Cl)cccc1NC(=S)NNS(=O)(=O)c1ccc([N+](=O)[O-])cc1
    i, i, 3.6, i, i, i, i, -8.2, i, i, i
> COc1ccc(C(=O)NCC2(c3ccccc3)CCOCC2)cc1
    i, i, -4.4, i, i, i, i, 1.2, i, i, i
> CCOC(=O)c1c(C)[nH]c(C)c1S(=O)(=O)NCCc1ccco1
    i, i, -6.8, i, i, i, i, -5.8, i, i, i
> COC(=O)c1cccc(NC(=O)/C=C/c2ccc([N+](=O)[O-])cc2)c1
    i, i, 3.0, i, i, i, i, 0.7, i, i, i
> COc1ccccc1C(=O)Nc1ccc(Nc2ccccc2)cc1
    i, i, -0.6, i, i, i, i, -2.4, i, i, i
> CC(=O)c1sc(-c2cccc(Cl)c2)nc1C
    i, i, 9.8, i, i, i, i, 4.1, i, i, i
> O=C(Nc1nnc(CCN2CCCCC2)s1)c1ccc(Cl)cc1Cl
    i, i, 8.7, i, i, i, i, -19.0, i, i, i
> CCn1c(SCC(=O)c2ccc(CNC(C)=O)o2)nnc1-c1cccs1
    i, i, 0.8, i, i, i, i, 0.3, i, i, i
> COc1cccc2cc(C(=O)NCCc3ccccc3)c(=O)oc12
    i, i, -0.4, i, i, i, i, -7.4, i, i, i
> Cc1ccc(N2CC(C(=O)NCc3cccs3)CC2=O)cc1C (centres undefined)
    i, i, -0.9, i, i, i, i, -7.3, i, i, i
> O=C(Nc1nc2c(s1)CCCC2)c1cc(-c2ccccc2)nc2ccccc12
    i, i, 7.7, i, i, i, i, 16.9, i, i, i
> CCCn1c(NC(=O)CN2C(=O)NC3(CCCCC3)C2=O)nc2ccccc21
    i, i, -2.5, i, i, i, i, -4.9, i, i, i

High-throughput results (PubChem BioAssay)

Hits appear at their usual frequency; about 6.7% have a hit in one of these screens.
